# bCat nuc transl: modulators of beta-catenin nuclear translocation, primary screen, imaging, HeLa cells, immunofluorescence, high-content. nuclear translocation activity, % at 5 µM. 190,000 compounds, 0.3% hits. AID 1665, 2009;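 active = nuclear translocation activity above 50% at 5 µM, with a well cell count of 50 or more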;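 also: per-cell ratio of nuclear to cytoplasmic median beta-catenin stain intensity; plate controls were DMSO negative control for no effect and GSK-3 inhibitor IX positive control for full effect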
#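 System: HeLa cells, endogenous beta-catenin; compound dosing: 5 µM primary single dose, 0.1% DMSO, 0.02–20 µM confirmation series; incubation: 24 h compound exposure at 37°C, 5% CO2; signal: beta-catenin immunofluorescence imaging with DAPI; evaluation: % activation, nuclear-to-cytoplasmic median beta-catenin signal ratio per cell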
# Dynein transport: inhibitors of GR-EGFP nuclear translocation, primary screen, dynein cargo transport inhibitor project, imaging, high-content, 3617.4 mouse cells. AID 1381, 2008. z-score, hits read low. test concentration mostly 20 µM; stimulated with dexamethasone, 1 µM; hits give low values. 220,000 compounds, 0.47% hits;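 active = plate z-score of nuclear minus cytoplasmic receptor signal below a set negative limit, without overly bright fluorescence or cell loss, cut at about -3.5 in these data, passing the limit was not always enough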;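 also: z-score of nuclear minus cytoplasmic ring GR-EGFP intensity difference per well; some compounds called inactive have numbers as strong as hits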
#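 Buffer or medium: tetracycline-free induction medium containing charcoal-stripped FBS / Reagent: dexamethasone agonist, 1.0 µM final, for 30 min / Technique: automated 10x imaging of fixed Hoechst-stained cells / Times: induction 48 h, compound 1 h, agonist 30 min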
# Yfh1-off respiration: enhancers of respiration in Yfh1-depleted yeast, dose response, Friedreich's ataxia, plus single-dose screen (AID 1465); S. cerevisiae Yfh1-off respiration, WST-1 reduction, 72 h; higher fold induction means a stronger effect; fold induction at 50 µM; hits with a dose series show EC50 in µM; 220,000 compounds, 0.074% hits;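 active = fold induction of absorbance versus untreated yeast above a set limit, then at least 30% activation at any dose in follow-up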;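 also: activators that raise dye reduction in frataxin-depleted yeast; strong numbers were not always called active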
# Autophagy HCS: autophagy modulators in MEF cells, primary screen, imaging, high-content, MEF GFP-LC3; calls only at 10 µM (by protocol); 190,000 compounds, 0.98% hits; AID 463193, 2010; MEF GFP-LC3 puncta imaging; test concentration mostly 10 µM;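 active = percentage of spot-positive cells more than 3 SD above its plate mean, without a fluorescence outlier flag or 80% toxicity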;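 also: spot-positive cell cutoff set from DMSO-treated cells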
# T cell modulator: modulators of CD8 T cell-vesicle binding, primary screen, mouse 2C CD8+ T cells, flow cytometry; 2C CD8+ T cell-vesicle binding; hits give low values; calls only at 7 µM; 330,000 compounds, 0.068% hits; AID 2052, 2009;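 active = response, share of CD8 T cells binding vesicles, and their 90th percentile fluorescence all below set limits, cut at about 80% in these data, passing the limit was not always enough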
#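 Test system: purified 2C TCR transgenic mouse naive CD8+ T cells. Probe or stimulus: QL9-peptide-loaded Drosophila micro-vesicles bearing Ld, ICAM-1 and B7-1. Incubation: binding step 1.5 h, 37 °C, antibody labelling 20 min, ice. Measured by: flow cytometry of vesicle-bound cells.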
# M17LAP inhibition: P. falciparum M17LAP inhibitors, primary screen, biochemical, fluorogenic H-Leu-NHMec substrate, 1536-well (AID 1619); recombinant M17LAP, H-Leu-NHMec fluorogenic kinetic assay; higher % means a stronger effect; inhibition, % at 30 µM, or IC50 in µM where a hit was titrated; 220,000 compounds, 0.38% hits;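 active = compound inhibiting the enzyme by more than half at any dose during confirmatory dose-response retesting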;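 also: plate controls were full reaction with DMSO carrier for no effect and no enzyme background for full effect; strong numbers were not always called active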
# MT stabilizer: microtubule stabilizers in HeLa cells, primary screen, imaging, high-content imaging; HeLa tubulin immunostaining HCS, 24 h; share of cells brighter than vehicle mean+2SD; % tubulin-high responders, % at 10 µM; 200,000 compounds, 0.83% hits;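 active = plate Z-score above 3 for both tubulin-high and condensed-nucleus cell shares, with cell loss under 80%, at 10 µM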;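 also: anti alpha tubulin signal scored within the nucleus-defined area of each cell; some results filed as inactive read as strong as hits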
# M1AAP inhibition: P. falciparum M1AAP inhibitors, biochemical, fluorogenic H-Leu-NHMec substrate, 1536-well (AID 1445) | recombinant M1AAP, H-Leu-NHMec fluorogenic kinetic assay; higher % means a stronger effect | inhibition, % at 30 µM; hits with a dose series show IC50 in µM | 220,000 compounds, 0.42% hits | Aminopeptidase N (Plasmodium falciparum (isolate 3D7));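 active = primary inhibition above the hit cutoff, then over 50% inhibition at one or more dose response concentrations, cut at about 23% in these data, passing the limit was not always enough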;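 also: plate controls were DMSO full reaction for no effect and no enzyme background for full effect; strong numbers were not always called active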
# WT yeast gro inh: growth inhibition of WT strain, primary screen, mitochondrial fusion inhibitor project, WT and mutant strains, chemical genetic | mitochondrial fusion phenotypic screen | inhibition, % at 10 µM | 190,000 compounds, 2.1% hits; in the data active = inhibition above about 58%; tested in S. cerevisiae
# WT yeast gro inh mutant strain: recorded beside WT yeast gro inh, whose call it bears; inhibition, %; mitochondrial fusion phenotypic screen, mutant strain inhibition
# Dynein transport cytoplasmic EGFP: further read-out of Dynein transport, marked with its call; z-score; measured here: cytoplasmic GR-EGFP intensity; hits give high values
# Dynein transport nuclear GR-EGFP: further read-out of Dynein transport, marked with its call; z-score; measured here: nuclear GR-EGFP intensity;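 lower value marks the stronger effect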
# Dynein transport cell count: second read-out of Dynein transport, no call of its own (marks repeat the call); z-score; measured here: cell count per field
# bCat nuc transl cell count 5 µM: also measured in bCat nuc transl; calls as there; cell count; measured here: cell count, cytotoxicity flag
# T cell modulator vesicle-bound %: further read-out of T cell modulator, marked with its call; double positive events, %; measured here: CD8+ vesicle-bound cell fraction;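 binding gate set so that unloaded-vesicle control wells show 10% double positive cells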
# MT stabilizer Hoechst-high %: second read-out of MT stabilizer, no call of its own (marks repeat the call); % Hoechst-high responders; measured here: nuclear condensation Hoechst responders;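 share of cells brighter than vehicle mean plus two SD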
# MT stabilizer cytotoxicity %: second read-out of MT stabilizer, no call of its own (marks repeat the call); toxicity, %; measured here: cytotoxicity by cell density;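 0% = mean cell density of plate MIN control wells and 100% = no cells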
# Autophagy HCS cell loss 18 h: second read-out of Autophagy HCS, no call of its own (marks repeat the call); toxicity, %; measured here: cell loss, nuclei count;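 cell loss after 18 h compound exposure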
# * hit, by the source's call; i = inactive; / = not tested or not shown.
SMILES,bCat nuc transl,bCat nuc transl cell count 5 µM,Dynein transport,Dynein transport cytoplasmic EGFP,Dynein transport nuclear GR-EGFP,Dynein transport cell count,Yfh1-off respiration,Autophagy HCS,Autophagy HCS cell loss 18 h,T cell modulator,T cell modulator vesicle-bound %,M17LAP inhibition,MT stabilizer,MT stabilizer Hoechst-high %,MT stabilizer cytotoxicity %,M1AAP inhibition,WT yeast gro inh,WT yeast gro inh mutant strain
Cc1c(C(=O)O)oc2c(F)cccc12,-0.8,1202,1.51,-0.298,0.458,-1.49,i,i,-6.1,i,56.0,-2.4%,4.3,2.4,10.9,0.6%,-2.2,20.2
O=C(Nc1nc(-c2ccc3c(c2)OCCO3)cs1)C1CCCC1,1.5,1057,-0.249,-0.307,0.237,0.883,i,i,-5.4,i,44.2,0.6%,2.1,2.1,4.5,6.5%,26.3,12.9
O=C(CNS(=O)(=O)c1ccc(Br)s1)NCc1ccc2c(c1)OCO2,-4.2,983,-0.538,-0.298,0.0412,0.591,i,i,22.3,i,16.3,4.5%,4.7,2.8,12.5,-1.3%,-4.3,-5.1
COc1ccc(CC(=O)N2CCN(S(=O)(=O)c3cccs3)CC2)cc1OC,0.0,1260,0.575,-0.239,0.193,-0.32,i,/,/,i,35.0,-7.5%,/,/,/,2.4%,/,/
O=C(N/N=C/c1ccco1)C1CC1,-6.6,569,-0.592,-0.237,-0.238,1.1,i,i,-21.4,i,21.4,-6.7%,2.0,1.9,6.1,3.4%,6.8,16.3
Cc1ccc(C2=CSC3=NCCN23)c(C)c1,0.2,1021,-0.298,-0.2,0.0456,0.341,i,i,-4.2,i,47.4,1.6%,4.9,2.2,7.4,6.5%,16.2,16.2
CCC(c1nnnn1Cc1ccccc1)N1CCN(c2ccccc2)CC1 (stereo unspecified),0.3,1629,-0.0697,-0.334,-0.121,0.18,i,i,1.0,i,25.6,7.4%,2.6,2.1,4.6,2.6%,9.2,-6.9
Cc1nn(CC(=O)NCc2ccc(OC(C)C)cc2)c(=O)c2cc3occc3n12,/,/,-1.19,-0.292,-0.726,0.674,/,i,0.4,i,12.0,8.8%,20.1,5.9,34.3,8.7%,-14.3,-36.6
CCc1ccc(NC(=O)c2ccc(C3SCC(=O)N3CCc3ccccc3)cc2)cc1 (stereo unspecified),-5.7,1133,-0.236,-0.172,-0.319,0.588,/,i,-44.8,i,54.8,-2.3%,4.6,3.0,10.6,4.2%,/,/
NCCNCCNCCN,-2.2,574,0.756,-0.172,0.594,0.418,i,i,3.0,i,18.8,-6.5%,3.9,3.1,11.2,-6.9%,-14.9,-21.6
CC(=O)N1CCc2cc(S(=O)(=O)CCC(=O)O)ccc21,-2.2,927,-0.246,-0.178,-0.0361,-0.127,/,i,-17.9,i,26.1,4.5%,2.6,2.2,8.1,5.0%,-20.6,-4.9
CS(=O)(=O)N1CCc2cc(C(=O)N3CCCCC3)ccc21,/,/,-0.45,-0.253,-0.38,-0.175,i,i,-2.0,i,44.0,-0.4%,3.1,2.7,4.5,6.1%,-10.5,1.3
Cc1cc(C)cc(Oc2nc3c(C)cccn3c(=O)c2/C=C(\C#N)C(=O)NC2CCS(=O)(=O)C2)c1 (stereo unspecified),-0.4,952,0.752,-0.0798,0.569,-1.27,i,i,-4.6,i,35.4,-33.9%,5.2,3.1,7.5,1.7%,9.5,-6.9
COc1ccc(-c2nn(-c3ccccc3)cc2/C=C(\C#N)C(N)=O)cc1[N+](=O)[O-],0.0,1587,0.688,0.114,0.779,-1.43,i,i,12.1,i,49.4,-0.9%,2.5,1.7,6.3,11.6%,-3.7,-2.3
CC(=O)NCCC(=O)NCc1ccc(F)cc1,/,/,-0.108,-0.151,-0.0317,0.474,i,i,1.3,i,38.1,-1.7%,2.7,2.9,5.2,0.3%,/,/
O=C(O)c1cc(-c2ccc(Cl)cc2)n(-c2ccc(Cl)cc2)n1,-4.3,1142,-0.954,-0.19,-0.74,0.616,i,i,15.4,i,29.6,11.1%,3.0,3.4,9.0,4.8%,-4.5,1.9
Cn1nc(-c2ccc(Cl)cc2)cc1NC(=O)CCCC(=O)O,-1.8,1241,0.737,-0.246,0.242,-0.463,i,/,/,i,58.6,3.2%,/,/,/,-1.9%,/,/
Cc1ccc(NS(=O)(=O)c2cc(C(=O)N3CCc4ccccc4C3)ccc2Cl)cc1,34.5,1224,-0.914,-0.205,-0.584,1.4,i,i,18.7,i,22.1,0.4%,18.3,9.5,12.4,15.5%,-4.5,6.2
CCN(CC)S(=O)(=O)c1cc(C(=O)NC2CCCCC2)ccc1C,-5.8,926,-0.507,-0.155,0.222,0.127,i,i,-30.0,i,46.0,9.3%,3.9,2.5,13.8,4.8%,5.0,1.2
COc1ccc(-c2nc(CN3CCCCC3CCc3ccccn3)c(C)o2)cc1 (stereo unspecified),-0.2,1641,-0.109,-0.0447,-0.132,-0.56,i,i,-20.3,i,61.3,-1.9%,1.8,2.8,6.0,6.0%,-3.6,0.0
CCOC(=O)N1CCN(C(=O)CSCC(=O)N=c2sc3ccccc3n2C)CC1,-3.9,1220,0.196,-0.181,0.0343,0.466,i,i,-7.3,i,28.3,28.0%,1.6,1.5,8.2,0.9%,3.1,19.7
Cc1ccc(Nc2nc(-c3ccccc3)c(CC(=O)O)s2)cc1,-5.3,1094,-2.49,0.347,-1.36,1.18,i,i,17.1,i,46.2,29.7%,2.2,1.6,7.2,7.5%,-20.6,-13.9
Cc1ccc2c(C)c(C(=O)Nc3nnc(C)s3)oc2c1,-7.3,977,0.218,-0.049,0.324,-0.548,i,i,-25.0,i,23.4,13.3%,4.7,1.5,8.4,10.7%,-3.5,-1.3
O=C(O)CCCC(=O)Nc1cccc(C(F)(F)F)c1,-3.7,1190,-0.254,-0.299,0.459,0.122,i,i,-3.7,i,48.1,24.8%,1.7,2.8,5.8,5.4%,-12.3,6.9
O=C(CSc1cccc[n+]1[O-])N1CCc2ccccc21,-1.8,1190,0.502,-0.251,0.108,-1.06,i,/,/,i,30.6,13.2%,/,/,/,0.9%,/,/
CCN(C(=O)COC(=O)c1cc(-c2cccs2)nc2ccccc12)C1CCS(=O)(=O)C1 (stereo unspecified),-1.5,1080,0.186,-0.0961,0.148,-0.851,i,i,16.9,i,32.5,-32.5%,2.0,3.4,3.3,16.9%,13.6,14.4
COc1ccc(/C(O)=C2\C(=O)C(=O)N(c3cc(C)on3)C2c2cccc(OC)c2OC)cc1C (stereo unspecified),-7.2,1018,0.255,-0.253,-0.198,-0.282,i,i,12.2,i,33.6,27.8%,4.4,1.2,2.6,7.1%,23.8,2.0
CC(=O)NCc1nnc2c3ccccc3c(-c3ccccc3)nn12,-5.4,1130,-0.345,-0.315,0.2,-0.0872,i,i,-23.1,i,45.8,2.5%,3.7,1.6,15.8,6.3%,-13.1,-5.3
O=C(CSc1nnnn1-c1ccccc1)N1CCc2ccccc21,-5.9,1251,-0.278,-0.276,-0.365,-0.0892,i,i,-2.0,i,28.6,2.9%,2.1,3.1,6.4,8.9%,-1.8,1.7
N#Cc1c(NC(=O)CSc2nnc(-c3ccccc3O)n2-c2ccccc2)sc2c1CCCC2,-1.0,1020,-0.00771,-0.152,0.0132,0.0385,i,i,-3.4,i,24.3,10.0%,2.8,1.1,6.2,5.4%,5.6,-5.3
Cc1cccc(NC(=S)Nc2c(C)n(C)n(-c3ccccc3)c2=O)c1C,-2.8,539,-0.616,-0.23,-0.131,0.413,i,i,16.7,i,27.5,4.7%,2.8,2.0,4.3,-3.6%,13.6,5.8
CCc1ccc(NC(=S)/N=C(\N)Nc2nc(C)c3cc(CC)ccc3n2)cc1,-0.2,1525,2.03,-0.129,1.16,-1.73,i,i,11.4,i,41.8,1.5%,2.0,0.9,3.4,-1.8%,42.6,22.2
O=C(NCC1CCCO1)c1cc2c(=O)[nH]c3ccccc3c2s1 (stereo unspecified),-1.2,1161,-0.794,-0.303,-0.289,0.834,i,i,-32.5,i,32.2,2.9%,4.4,2.7,4.7,11.0%,-0.9,-5.7
O=C(O)c1ccc(NS(=O)(=O)c2ccc(Cl)cc2)cc1,-1.5,1150,0.375,-0.277,0.0905,-0.0701,i,i,4.7,i,42.4,-2.6%,2.7,2.4,6.6,-2.3%,15.7,3.5
CCOc1ccc(NC(=O)COC(=O)c2ncc(Cl)c(Cl)c2Cl)cc1,0.1,930,-0.173,-0.306,-0.217,0.136,i,i,-6.5,i,2.8,6.7%,2.1,2.1,2.9,0.1%,-1.1,-3.1
